Screening results: PubChem, National Center for Advancing Translational Sciences (NCATS)
GCN5L2 inh = GCN5L2 (KAT2A) acetyltransferase inhibition. Q92830. GCN5L2 HAT assay, ThioGlo1 CoA-SH fluorescence. Potency, µM (doses to about 58.9 µM), inactives show at the top dose activity change, negative = inhibition, actives largely listed as inhibitors. 390,000 tested, 0.21% active. AID 504327
Target sequence (Q92830 whole entry, looked up): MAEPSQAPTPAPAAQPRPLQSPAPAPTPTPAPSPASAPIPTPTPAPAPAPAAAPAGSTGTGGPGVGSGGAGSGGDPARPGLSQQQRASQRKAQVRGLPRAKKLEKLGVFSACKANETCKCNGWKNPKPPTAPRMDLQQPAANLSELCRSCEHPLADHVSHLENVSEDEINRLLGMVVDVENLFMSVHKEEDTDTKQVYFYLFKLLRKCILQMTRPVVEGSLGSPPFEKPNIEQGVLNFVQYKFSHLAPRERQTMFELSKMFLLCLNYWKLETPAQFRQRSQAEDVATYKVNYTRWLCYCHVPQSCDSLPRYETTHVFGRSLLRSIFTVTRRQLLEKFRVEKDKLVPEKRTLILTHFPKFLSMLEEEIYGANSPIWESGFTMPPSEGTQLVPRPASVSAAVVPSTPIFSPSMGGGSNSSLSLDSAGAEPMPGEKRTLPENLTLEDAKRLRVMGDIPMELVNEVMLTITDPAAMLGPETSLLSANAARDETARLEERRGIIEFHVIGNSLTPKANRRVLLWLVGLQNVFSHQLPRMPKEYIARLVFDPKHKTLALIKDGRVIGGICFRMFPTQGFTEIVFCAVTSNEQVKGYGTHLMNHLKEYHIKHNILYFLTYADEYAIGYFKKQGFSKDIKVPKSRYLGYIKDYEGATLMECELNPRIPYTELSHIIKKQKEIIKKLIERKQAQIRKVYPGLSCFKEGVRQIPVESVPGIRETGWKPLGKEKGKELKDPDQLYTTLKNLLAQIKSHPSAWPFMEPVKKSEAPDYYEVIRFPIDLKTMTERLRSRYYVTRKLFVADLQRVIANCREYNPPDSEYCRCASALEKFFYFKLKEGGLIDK
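ThioGlo1-coupled HAT assay: 20nM GCN5L2, 70uM acetyl-CoA, 75uM H3(1-25) peptide, pH 7.5. Fluorescence read at 340/540nm at start and after 20 min at room temperature.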
FEN1 inh = inhibitors of human flap endonuclease 1 | 390,000 tested, 0.35% active | Recombinant FEN1 flap cleavage, fluorescence, 15 min | Potency, µM (doses to about 114 µM), inactives show at the highest dose activity change, negative = inhibition, usual class: inhibitors | P39748 | AID 588795; further: nearly all actives have a fitted effect of over 65% in size
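Recombinant FEN1 (10 nM) was preincubated with pin-transferred compounds for 15 min at room temperature, then flap DNA substrate (50 nM final) was added. Plates were read at 0 and 15 min, and normalized concentration–response data were fitted to a four-parameter Hill equation.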
An asterisk follows results filed as active; ? = inconclusive; . = no result given; [ ] = remark or other dose. The call rests on the fitted dose curve; in most records, active means well fitted curve in the direction sought with a large enough effect; inconclusive means small, poorly fitted or top-dose-only effect, or another doubt; inactive means no such curve, though single readings can be large; an effect the other way counts as inactive or inconclusive. On the % scale 0 is the no-effect control and ±100 the full control effect; potency means the concentration at half of the fitted maximal effect. An excerpt (hit frequency here may not be typical).

SMILES	GCN5L2 inh	FEN1 inh
CCc1c(C(=O)NCCc2ccc(N3CCCCC3)cc2)[nH]c2ccc(Cl)cc12	-12%	.
CN1CCC[C@@H]1Cc1c[nH]c2ccc(CCS(=O)(=O)c3ccccc3)cc12	-9%	.
Cc1ccc2nc3n(c(=O)c2c1)-c1ccc(Cl)cc1C(=O)NC3CC(C)C (stereo unspecified)	0%	.
Cc1ccc2c(=O)n3c(nc2c1)C(Cc1ccccc1)NC(=O)c1cc(Cl)ccc1-3 (stereo unspecified)	2%	.
CC(C)=CCC1C(=O)N(c2ccccc2)N(c2ccccc2)C1=O	31%[activator]	.
CC(=O)SC1CC2=CC(=O)CC[C@]2(C)C2CC[C@@]3(C)C(CC[C@@]34CCC(=O)O4)C12 (stereo partly specified)	7%	.
CCOc1ccccc1OCCN[C@H](C)Cc1ccc(OC)c(S(N)(=O)=O)c1	-3%	.
CCCCC/C(C=O)=C/c1ccccc1	-8%	.
Cn1ncc(S(=O)(=O)Cc2ccccc2)c(Br)c1=O	-20%	.
CCOC(=O)/C=C(C)/C=C/C=C(C)/C=C/c1c(C)cc(OC)c(C)c1C	-10%	.
CCCCCCCCCCCCCCCCCCCCCC(=O)Nc1ccn([C@@H]2O[C@H](CO)[C@@H](O)[C@@H]2O)c(=O)n1	-14%	.
O=C1NC(Cc2ccccc2)c2nc3ccc(Cl)cc3c(=O)n2-c2cc(Cl)ccc21 (stereo unspecified)	-1%	.
FC(F)(F)C(F)(F)C(F)(F)C(F)(F)C(F)(F)C(F)(F)F	4%	.
O=c1[nH]c(=S)[nH]c(-c2ccccc2)c1Cc1c(O)ccc2ccccc12	?	.
CCCCN1CCCC1C(=O)Nc1c(C)cc(C)cc1C (stereo unspecified)	-10%	.
CN(C)C=Nc1c(I)cc(I)c(CCC(=O)O)c1I	6%	.
CCC1=C[C@@H]2CN(C1)Cc1c([nH]c3ccccc13)[C@@](C(=O)OC)(c1cc3c(cc1OC)N(C)[C@@H]1[C@@](O)(C(=O)OC)[C@H](OC(C)=O)[C@]4(CC)C=CCN5CC[C@]31[C@@H]54)C2	-7%	.
CCCCCCCCCCCCCCCCCC(=O)OCC(O)CO (stereo unspecified)	85%[activator]	.
CCC(C(=O)O)C1OC(C(C)C(O)C(C)C(=O)C(CC)C2OC3(C=CC(O)C4(CCC(C)(C5CCC(O)(CC)C(C)O5)O4)O3)C(C)CC2C)C(C)CC1C (stereo unspecified)	-9%	.
CCCCCCCCCCCC[n+]1ccc2ccccc2c1	-6%	.
CN1C(=O)CN2CCc3ccccc3C2c2cc(Cl)ccc21 (stereo unspecified)	1%	.
Brc1ccc(Nc2nc3ccccc3n3nnnc23)cc1	1%	.
CCCCNC(=O)C(C1CCCCC1)N(CCN(C)C)C(=O)CCCN1C(=O)NC(c2ccc(-c3ccccc3)cc2)C(C(=O)OCc2ccccc2)=C1C (stereo unspecified)	-14%	.
Cc1cc(Cn2cnc3c2C[C@@H](C(=O)O)N(C(=O)C(c2ccccc2)c2ccccc2)C3)ccc1N	2%	.
O=C1CC[C@H](C(=O)N[C@@H]2C[C@H]2c2ccccc2)N1	0%	.

By substructure, those above containing four or more nitrogen atoms
SMILES	GCN5L2 inh	FEN1 inh
CCC1=C[C@@H]2CN(C1)Cc1c([nH]c3ccccc13)[C@@](C(=O)OC)(c1cc3c(cc1OC)N(C)[C@@H]1[C@@](O)(C(=O)OC)[C@H](OC(C)=O)[C@]4(CC)C=CCN5CC[C@]31[C@@H]54)C2	-7%	.
Brc1ccc(Nc2nc3ccccc3n3nnnc23)cc1	1%	.
CCCCNC(=O)C(C1CCCCC1)N(CCN(C)C)C(=O)CCCN1C(=O)NC(c2ccc(-c3ccccc3)cc2)C(C(=O)OCc2ccccc2)=C1C (stereo unspecified)	-14%	.
Cc1cc(Cn2cnc3c2C[C@@H](C(=O)O)N(C(=O)C(c2ccccc2)c2ccccc2)C3)ccc1N	2%	.

(further entries)
SMILES	GCN5L2 inh	FEN1 inh
CC[C@@H]1/C=C(\C)C[C@H](C)C[C@H](OC)[C@H]2O[C@@](O)(C(=O)C(=O)N3CCCC[C@H]3C(=O)O[C@H](/C(C)=C/[C@@H]3CC[C@H](Cl)[C@H](OC)C3)[C@H](C)[C@@H](O)CC1=O)[C@H](C)C[C@@H]2OC	-5%	.
CCN(CC)CCOCCOC(=O)C(CC)(CC)c1ccccc1 (tested in a mixture with another compound)	-5%	.
CC(C)[C@]1(c2ccc(Cl)cc2)ON(c2ccccc2C(F)(F)F)C1=O	-3%	.
N#Cc1cc([N+](=O)[O-])c2sc(C(N)=O)[n+]([O-])c2c1	0%	.
O=NN(CCCl)C(=O)NC1CCCCC1	-1%	.
CN1c2cc(O)c(N=NC(N)=O)cc2CC1S(=O)(=O)O (stereo unspecified)	-21%	.
Cc1ccc2c(=O)n3c(nc2c1)C(Cc1ccccc1)NC(=O)c1ccc(Cl)cc1-3 (stereo unspecified)	1%	.
CC1=C[C@@H](O)CC(C)(C)[C@@H]1/C=C/C(C)=C/C=C/C(C)=C/C=C/C=C(C)/C=C/C=C(C)/C=C/C1=C(C)C[C@H](O)CC1(C)C	-5%	.
CCCCCCCCCCCCCC[n+]1ccc(C)cc1	-1%	.
CC(C)CCC[C@@H](C)[C@H]1CC[C@H]2[C@@H]3CC[C@@H]4C[C@H](O)CC[C@]4(C)[C@H]3CC[C@]12C	-5%	.
O=C(O)CCn1c2c(c3ccccc31)C[C@H](NS(=O)(=O)c1ccc(F)cc1)CC2	3%	.
CCCCCCCCCCCCOCCCN	-1%	.
CC(C)CC1NC(=O)c2cc(Cl)ccc2-n2c1nc1ccc(F)cc1c2=O (stereo unspecified)	-6%	.
Nc1ccn([C@@H]2O[C@H](CO)[C@H](O)C2(F)F)c(=O)n1	1%	.
CN1C2CCCC1CC(NC(=O)c1nn(C)c3ccccc13)C2 (stereo unspecified)	-5%	.
CCC(=O)N1CCN(c2ccc(NC(=O)c3ccc(-c4ccccc4)cc3)cc2)CC1	-1%	.
CN1CC(O)C(O)C(O)C1CO (stereo unspecified)	-2%	.
CC[n+]1c(/C=C/C=C2/N(C)c3ccccc3C2(C)C)sc2ccccc21	28µM*	.
CCN(CC)CCNC(=O)c1ccc(NS(C)(=O)=O)cc1	-3%	.
c1ccc2[nH]ccc2c1	-2%	.
CC[C@@]1(c2ccccc2)NC(=O)N(C)C1=O	-20%	.
CC(=O)NC[C@@H]1CN(c2ccc(N3CCOCC3)c(F)c2)C(=O)O1	-9%	.
Cc1cn([C@H]2C[C@H](N=[N+]=[N-])[C@H](CO)O2)c(=O)[nH]c1=O	-16%	.
CC(C)CC1NC(=O)c2ccccc2-n2c1nc1ccccc1c2=O (stereo unspecified)	0%	.
CO/N=C(/C(=O)N[C@@H]1C(=O)N2C(C(=O)O)=C(CSc3nc(C)c(CC(=O)O)s3)CS[C@H]12)c1csc(N)n1	-8%	.

Sorted by length of the SMILES (largest number first): part of the list above
SMILES	GCN5L2 inh	FEN1 inh
CCC(C(=O)O)C1OC(C(C)C(O)C(C)C(=O)C(CC)C2OC3(C=CC(O)C4(CCC(C)(C5CCC(O)(CC)C(C)O5)O4)O3)C(C)CC2C)C(C)CC1C (stereo unspecified)	-9%	.
O=C(O)CCn1c2c(c3ccccc31)C[C@H](NS(=O)(=O)c1ccc(F)cc1)CC2	3%	.
Cc1ccc2c(=O)n3c(nc2c1)C(Cc1ccccc1)NC(=O)c1ccc(Cl)cc1-3 (stereo unspecified)	1%	.
CCOC(=O)/C=C(C)/C=C/C=C(C)/C=C/c1c(C)cc(OC)c(C)c1C	-10%	.
Cn1ncc(S(=O)(=O)Cc2ccccc2)c(Br)c1=O	-20%	.
CCCCC/C(C=O)=C/c1ccccc1	-8%	.

The main list resumes with the 5 entries that preceded the break.
SMILES	GCN5L2 inh	FEN1 inh
CC[C@@]1(c2ccccc2)NC(=O)N(C)C1=O	-20%	.
CC(=O)NC[C@@H]1CN(c2ccc(N3CCOCC3)c(F)c2)C(=O)O1	-9%	.
Cc1cn([C@H]2C[C@H](N=[N+]=[N-])[C@H](CO)O2)c(=O)[nH]c1=O	-16%	.
CC(C)CC1NC(=O)c2ccccc2-n2c1nc1ccccc1c2=O (stereo unspecified)	0%	.
CO/N=C(/C(=O)N[C@@H]1C(=O)N2C(C(=O)O)=C(CSc3nc(C)c(CC(=O)O)s3)CS[C@H]12)c1csc(N)n1	-8%	.
FCOC(C(F)(F)F)C(F)(F)F	6%	.
CC(C(=O)O)c1ccc2c(c1)Cc1cccnc1O2 (stereo unspecified)	-7%	.
NC(=O)CCCCC1CCSS1 (stereo unspecified)	7%	.
CC(NNC(=O)c1ccccc1)c1ccccc1 (stereo unspecified)	-10%	.
CCOC(=O)O[C@]1(C(=O)OCCl)CC[C@@H]2[C@H]3CCC4=CC(=O)C=C[C@]4(C)[C@@H]3[C@@H](O)C[C@@]21C	?	.
NCCO/C=C/[C@H](N)C(=O)O	6%	.
C=C1C(n2cnc3c(=O)[nH]c(N)nc32)C[C@H](O)[C@H]1CO (stereo partly specified)	-8%	.
CC(C)CCCC(C)CCCC(C)CCCCC(C)CCCC(C)CCCC(C)C (stereo unspecified)	-9%	.
CCCCCCOc1ccc(C(=N)N(CCCC)CCCC)c2ccccc12	-7%	.
c1cncc(CNc2cc(-c3ccc4c(c3)OCO4)ncn2)c1	-1%	.
O=C1NC(Cc2ccccc2)c2nc3cc(F)ccc3c(=O)n2-c2ccc(Cl)cc21 (stereo unspecified)	2%	.
CC1CC(O)CC(C)(C)C1 (stereo unspecified)	2%	.
CC[C@H]1OC(=O)[C@H](C)C(=O)[C@H](C)[C@@H](OC2O[C@H](C)C[C@H](N(C)C)[C@@H]2O)[C@@](C)(OC)C[C@@H](C)C(=O)[C@@H](C)C2N(CCCCn3cnc(-c4cccnc4)c3)C(=O)O[C@@]21C (stereo partly specified)	4%	.
CCCCCc1ccc(C)cc1O	-7%	.
CC(=O)NCc1cc(Cl)c2cccnc2c1O	0%	.
CC(=O)Oc1cc(C)c(OC(C)=O)c2ccccc12	-10%	.
O=C(Nc1ccc(Br)cc1)c1cc(Br)c(Br)s1	-14%	.
CC(C)(COP(=O)(O)OP(=O)(O)OC[C@H]1O[C@@H](n2cnc3c(N)ncnc32)[C@H](O)[C@@H]1OP(=O)(O)O)C(O)C(=O)NCCC(=O)NCCS (stereo partly specified)	-5%	.
COc1ccc2nc3n(c(=O)c2c1)-c1cc(Cl)ccc1C(=O)NC3Cc1ccccc1 (stereo unspecified)	-1%	.
Cc1cc(-n2nc3ccc(Cl)cc3n2)c(O)c(C(C)(C)C)c1	8%	.
CCOC(=O)C(C#N)=C(c1ccccc1)c1ccccc1	-7%	.
C=C(C(=O)Oc1ccccc1C(C)(C)C)c1ccccc1	-2%	.
CC1C(=O)C(=O)C=CN1C (stereo unspecified)	3%	.
Clc1ccc(C(Cn2ccnc2)OCc2ccsc2Cl)c(Cl)c1 (stereo unspecified)	-19%	.
Oc1cc(Nc2ccc(N3CCCCC3)cc2)cc2cccnc12	-6%	.

The results go on:
SMILES	GCN5L2 inh	FEN1 inh
O=C1NC(Cc2ccccc2)c2nc3cc(Cl)ccc3c(=O)n2-c2ccccc21 (stereo unspecified)	-1%	.
CS(=O)(=O)c1ccc([C@@H](O)[C@@H](COC(=O)CN)NC(=O)C(Cl)Cl)cc1	0%	.
O=C1c2ccccc2C(=O)C1c1ccc(F)cc1	1%	.
O=S(=O)(NC1CCC(CNS(=O)(=O)c2c(F)cccc2F)CC1)c1ccc2c(c1)OCCO2 (stereo unspecified)	-1%	.
Oc1ccc(COC2CCN(Cc3ccccc3)C2)c2cccnc12 (stereo unspecified)	-4%	.
CC(=O)NC(c1cc(F)c2cccnc2c1O)C(C)C (stereo unspecified)	-8%	.
O=c1ccn(C2OC(COP(=O)(O)OC3C(CO)OC(n4ccc(=O)[nH]c4=O)C3O)C(O)C2O)c(=O)[nH]1 (stereo unspecified)	3%	.
c1ccc2c(c1)CCC[C@H]2Nc1nc2ccccc2[nH]1	-17%	.
CC1(C)S[C@@H]2[C@H](NC(=O)Cc3ccccc3)C(=O)N2[C@@H]1C(=O)O	-2%	.
C[C@@H]1C(SC2Cn3cnc[n+]3C2)=C(C(=O)[O-])N2C(=O)[C@H]([C@@H](C)O)[C@@H]12 (stereo partly specified)	-25%	.
CC(C)CC1NC(=O)c2ccc(Cl)cc2-n2c1nc1ccc(Cl)cc1c2=O (stereo unspecified)	-6%	.
CCCC(=O)OC[C@@H](OC(=O)CCC)[C@@H](OC(=O)CCC)[C@H](Cn1c2nc(=O)[nH]c(=O)c-2nc2cc(C)c(C)cc21)OC(=O)CCC	-28%	.
CC(C)(C)c1nnc(NS(C)(=O)=O)s1	.	-4%
CC(C)CCN1CCC(CN2C(=O)C(=O)NC[C@@H]2Cc2ccccc2)CC1	.	-1%
Cc1cccc(Cc2nc3ccccc3[nH]2)c1	.	-8%
Cc1nc(Nc2nc3c(c(=O)[nH]2)CCC3)nc2ccccc12	.	?
CC(C)=N/N=C1/NC(=O)C(c2ccc(Cl)cc2)S1 (stereo unspecified)	.	11%
Oc1cccc(C=NN=C2c3ccccc3-c3ccccc32)c1	.	-18%
CCn1ncc(C(=O)Nc2ccc(F)cc2)c1C	.	-6%
CC(C)=CCc1c([C@@H]2CCc3ccc(O)cc3O2)cc2c(c1O)OC(C)(C)C=C2	.	4%
COc1ccc(OC)c(/C=C/c2ccc3ccccc3[n+]2C)c1	.	45µM*
COc1ccc(C(NC(=O)COc2ccc(C#N)cc2)c2ccc(OC)cc2)cc1	.	-16%
